# Growth percent in the NCI-60 one-dose screen (48 h, 10 µM unless noted): 100 = growth as untreated, 0 = no growth, -100 = all killed.
# OVCAR-5 = OVCAR-5 ovarian cancer; 82,000 compounds, 2.9% hits
# NCI/ADR-RES = NCI/ADR-RES ovarian cells; 81,000 compounds, 4.4% hits
# OVCAR-3 = OVCAR-3 ovarian cancer | 79,000 compounds, 7% hits
# NCI-H23 = NCI-H23 lung cancer; 80,000 compounds, 4% hits; AID 1794731
# OVCAR-8 = OVCAR-8 ovarian cancer. 81,000 compounds, 4.4% hits. AID 1794782
# NCI-H226 = NCI-H226 lung cancer. 79,000 compounds, 3.5% hits
# NCI-H322M = NCI-H322M lung cancer; 80,000 compounds, 2.7% hits; AID 1794733
# NCI-H460 = NCI-H460 lung cancer; 82,000 compounds, 6.8% hits; AID 1794736
# NCI-H522 = NCI-H522 lung cancer; 78,000 compounds, 8% hits
# * marks the source's active call; other numbers are inactive results; nt = no result given; & = joins results of further samples. How the source made its calls: active means growth percent below 10; inactive means the rest. An excerpt; the hit share may differ from the screen's.
SMILES,OVCAR-5,NCI/ADR-RES,OVCAR-3,NCI-H23,OVCAR-8,NCI-H226,NCI-H322M,NCI-H460,NCI-H522
COc1cccc(NC2=NCCS2)c1,81.0,107.1,127.6,102.7,96.4,nt,102.4,105.7,97.1
N#CC(Cl)(Cl)CCl,94.1,102.5,122.5,102.2,99.5,94.5,106.5,107.1,99.5
O=C(O)CNC(=O)CCl,105.8,104.9,108.3,106.8,99.4,97.3,88.1,110.3,nt
COc1cc(C=Nc2cc(Cl)cc(Cl)c2)ccc1N(CCCl)CCCl,105.2,85.2,91.1,80.1,90.5,76.4,92.8,13.7,-84.3*
CC(C)CCO/N=C/c1cccnc1,108.3,111.0,109.4,103.4,96.0,113.9,107.1,110.3,96.3
CC1CCC2(OC1)OC1C(O)C3C4CCC5CC(OC6OC(CO)C(OC7OC(CO)C(O)C(OC8OCC(O)C(O)C8O)C7OC7OC(CO)C(O)C(OC8OC(CO)C(O)C(O)C8O)C7O)C(O)C6O)C(O)CC5(C)C4CCC3(C)C1C2C (configuration not stated),-62.6*,-59.4*,-83.1*,-51.5*,nt,-50.1*,13.2,5.8*,-71.4*
CCOc1cccc(C(Cc2ccccc2)NC)c1 (configuration not stated),91.8,98.8,92.7,100.0,nt,96.8,87.8,101.8,104.7
CC1(CF)NC(=O)NC1=O (configuration not stated),nt,106.9,114.8,102.6,102.2,118.7,nt,112.4,122.2
CN(C)CCC(=O)c1ccccc1,95.5,106.3,108.9,101.0,98.6,98.6,95.1,109.4,91.9
Cn1c(=O)c2[nH]cnc2n(C)c1=O,nt,111.7,114.5,110.2,107.7,97.6,106.0,116.1,102.2
CC(C)(C)NC(=O)NCCN1CC1,113.2,nt,120.1,96.6,100.0,88.1,113.4,112.6,108.8
O=[N+]([O-])c1cc(Cl)ccc1Cl,105.8&94.3,98.0&112.5,117.3&116.0,97.0&106.4,97.6&94.4,102.5&98.9,105.1&111.2,107.1&108.7,99.0&88.1
Cc1ccc2nc(Sc3cnc(N)s3)n(-c3ccccc3)c(=O)c2c1,116.7,100.2,114.1,90.9,109.7,87.6,100.3,114.1,86.2
O=C1C2CC=CCC2C(=O)N1SC(Cl)(Cl)Cl (configuration not stated),110.6,103.7,76.8,96.7,102.2,105.8,124.9,103.1,-57.1*
CC(C)N(CCCl)/N=N/c1nc2c([nH]1)c(=O)n(C)c(=O)n2C,103.1,111.3,106.6,109.1,98.2,101.1,95.4,107.0,nt
C[C@]12CCc3sc(-c4ccc(Br)cc4)nc3C1=CC[C@@H]1[C@@H]2CC[C@]2(C)C(=O)CC[C@@H]12,92.5,100.6,111.0,95.8,106.2,95.4,91.6,103.7,82.2
CC(Cc1ccccc1)NC(C#N)c1ccccc1 (configuration not stated),108.6,104.6,125.5,nt,nt,98.8,106.0,112.0,99.0
CCCCCC(C)C1C(=O)NC(=O)NC1=O (configuration not stated),95.4,116.2,105.7,120.3,97.1,98.1,109.2,105.4,114.4
CC(=O)Nc1cc([As](=O)(O)O)ccc1O,112.2,117.0&100.2,118.4&114.4,107.0&101.7,100.7&108.6,97.9&91.0,97.3&116.2,120.4&115.1,92.9&106.8
Cc1[nH]c2ccccc2c1C=C(C#N)C#N,80.8,90.7,112.4,91.2,94.4,nt,114.5,107.8,98.3
COc1cc(C2c3cc(O)c(OC)cc3CC3C(=O)OCC32)ccc1O (configuration not stated),103.1,105.8,108.7,106.4,109.3,104.2,100.0,102.7,98.1
CC1CN1P(=O)(N1CC2CCC(CC2)C1)N1CC1C (configuration not stated),110.6,108.7,128.4,107.4,101.2,117.7,99.3,95.0,84.6
COc1cc2c3c(c1OC)-c1ccncc1CC3N(C)CC2 (configuration not stated),102.3,102.4,98.5,100.3,92.2,102.7,104.2,99.2,nt
CC(=O)O[C@H]1C(=O)[C@@]2(C)[C@H]([C@H](OC(=O)c3ccccc3)[C@]3(O)C[C@H](OC(=O)[C@H](OC(=O)OCC4COC(C)(C)O4)[C@@H](NC(=O)c4ccccc4)c4ccccc4)C(C)=C1C3(C)C)[C@]1(OC(C)=O)CO[C@@H]1C[C@@H]2O (some centres not stated),20.8,91.4,15.0,37.8,39.3,72.8,40.6,13.1,38.7
Cc1c(OCC(=O)N/N=C/c2ccc(N(CCCl)CCCl)cc2)ccc2c(=O)c3ccccc3oc12,103.2,58.6,105.3,68.5,51.1,50.0,80.7,28.4,87.2
FC(F)(F)c1cccc(CCl)c1,101.0,102.0,101.7,106.4,104.4,99.7,109.3,100.8,nt
CCOP(=O)(CC(N)=O)OCC,94.9,106.1,108.4,102.5,105.4,83.1,97.3,107.1,93.2
O=C(CCl)Cc1ccccc1,94.2,103.4,114.0,97.1,105.2,97.6,103.8,108.2,93.9
BrCCc1ccccc1,100.4,113.9,114.7,121.0,95.7,97.1,97.1,106.3,nt
CC(O)CN(CCO)CC(C)O (configuration not stated),90.8,96.1,104.1,85.8,93.7,89.1,101.2,106.5,94.5
[Cl][Hg][n]1c(-c2ccco2)nc2ccccc21,116.6,98.6,nt,99.0,105.7,97.5,98.8,96.4,85.7
CCc1ccccc1[N+](=O)[O-],88.7,96.3,117.6,92.5,101.4,99.9,130.1,113.4,103.4
CC1Cc2cc(O)c(O)cc2C=[N+]1C (configuration not stated),87.3,95.8,101.6,96.1,111.2,103.3,95.3,102.6,130.4
C[C@]12CC[C@H]3[C@@H](CC=C4c5nc(Cc6ccccc6)sc5CC[C@@]43C)[C@@H]1CC[C@@H]2O,113.1,98.4,105.5,93.2,99.6,92.1,106.0,101.9,92.3
OC(c1ccccc1)(c1ccccc1)c1ccncc1,101.8,107.4,110.1,118.0,85.9,102.1,104.5,109.7,102.0
CC(C)CCC[C@@H](C)[C@H]1CC[C@H]2[C@@H]3CC=C4C[C@@H](OC(=O)Cc5ccc(N(CCCl)CCCl)cc5)CC[C@]4(C)[C@H]3CC[C@]12C,98.2,102.3,111.6,106.9,99.8,94.3,213.6,97.8,124.2
COC(=O)C[C@](O)(CCC(C)C)C(=O)O[C@@H]1C(OC)=C[C@]23CCCN2CCc2cc4c(cc2[C@H]13)OCO4,-35.9*,-29.7*,-26.9*,-68.0*,-62.9*,-55.1*,-25.1*,-20.6*,-80.7*
CCOC(=O)c1ccc2c(c1N1CCN(C)CC1)N(O)ON2,102.3,103.2,105.2,111.5,101.3,nt,96.5,109.5,90.8
CC(C)CCC[C@@H](C)C1CCC2C3CCC4=C/C(=N/OC(=O)c5ccc(N(CCCl)CCCl)cc5)CC[C@]4(C)C3CC[C@@]21C (some centres not stated),101.1,96.9,103.7,91.9,103.9,99.7,95.2,109.1,91.7
O=C1NC(=O)C(CCOc2ccccc2)(CCc2ccccc2)C(=O)N1,100.8,107.4,111.7,97.7,117.7,102.1,107.2,106.5,nt
O=C(/C=C/c1ccccc1)N[C@@H](CO)Cc1cnc[nH]1,98.3,98.0,111.6,112.6,99.8,94.0,100.9,105.3,nt
COC(=O)C(Cl)CCl (configuration not stated),109.2,103.0,104.8,95.4,99.8,98.4,102.7,103.9,107.3
CCC1COCC1Cc1cncn1C (configuration not stated),90.0,103.2,109.9,102.0,97.6,96.3,105.2,105.4,88.6
ClCCSC(c1ccccc1)(c1ccccc1)c1ccccc1,97.0,92.5,100.6,88.8,88.9,84.9,99.0,95.4,81.8
CN[C@@]1(c2ccccc2Cl)CCCC[C@@H]1NCC1CC1,97.5,102.7,103.1,98.6,104.5,95.8,96.8,101.5,93.6
CC(=O)C(c1ccccc1)c1ccccc1,104.2,99.1,113.7,102.7,102.0,98.7,95.8,104.9,95.9
CCOP(=O)(OCC)C(O)c1ccccc1 (configuration not stated),103.1,111.2,105.3,105.5,106.2,99.7,114.6,107.4,101.0
COc1cc(OC)c(S(=O)(=O)N(CCCl)CCCl)cc1C(=O)/C=C/c1cc(OC)c(OC)c(OC)c1,-1.2*,4.8*,-3.7*,nt,9.8*,7.9*,12.9,1.1*,-69.1*
Fc1ccc2c(c1)c(-c1nc(-c3c[nH]c4ncccc34)cs1)cn2CCN1CCOCC1,89.8,33.6,59.5,60.0,33.5,49.2,77.2,59.8,44.5
Cc1cc([N+](=O)[O-])c2ccccc2[n+]1[O-],13.3&20.9,0.5*,-41.0*,-33.7*,-40.6*,-12.9*,-45.7*,-38.4*,-83.0*
CS(=O)(=O)c1ccc(C(=O)C2C(=O)CCCC2=O)c(Cl)c1COCC(F)(F)F,113.1,114.3,136.7,nt,99.8,101.8,103.5,119.5,100.4
COc1ccc(C(Cc2ccccc2)N2CCCCC2)cc1 (configuration not stated),89.7,94.8,105.5,103.9,nt,91.6,104.4,107.4,80.3
CCCCCCCCCCOc1ccc(C(=O)Oc2ccc(CS[P@@](=O)(OC[C@H]3O[C@@H](n4cnc5c(N)ncnc54)CC3O)OC3[C@@H](CO)O[C@@H](n4ccc(=O)[nH]c4=O)[C@H]3OC)cc2)cc1 (some centres not stated),118.6,96.9,99.2,88.4,86.6,110.0,85.5,104.3,60.0
Nc1ccc([N+](=O)[O-])c2c1Oc1ccccc1O2,88.1,99.4,88.3,94.3,92.9,87.4,93.9,110.6,nt
c1ccc(CNC2CCCCCCC2)cc1 (tested in a mixture with another compound),101.3,105.5,100.9,103.4,101.5,98.8,nt,108.2,105.7
C[C@@]12CC=C3c4nc(Nc5cccc(O)c5)sc4CC[C@]3(C)[C@H]1CC[C@]1(C)C(=O)CC[C@@H]21,109.5,78.9,-3.8*,63.7,17.9,94.5,72.8,43.9,-56.4*
CNN,105.1,108.9,120.6,109.1,109.2,97.4,110.0,112.2,89.5
OC1CC2CCC(C1)N2 (configuration not stated),104.3,108.5,106.4,104.3,101.6,105.8,103.3,107.9,nt
[Cl][Hg][c]1ccc(Cl)s1,28.2,57.1,-78.7*,51.1,60.0,50.1,91.3,83.7,-98.1*
O=P(O)(Nc1ccccc1)Nc1ccccc1,90.1,76.9,94.4,91.1,103.2,102.4,90.6,99.2,85.6

# Gathered by group, those above containing a cyano group (3)
SMILES,OVCAR-5,NCI/ADR-RES,OVCAR-3,NCI-H23,OVCAR-8,NCI-H226,NCI-H322M,NCI-H460,NCI-H522
N#CC(Cl)(Cl)CCl,94.1,102.5,122.5,102.2,99.5,94.5,106.5,107.1,99.5
CC(Cc1ccccc1)NC(C#N)c1ccccc1 (configuration not stated),108.6,104.6,125.5,nt,nt,98.8,106.0,112.0,99.0
Cc1[nH]c2ccccc2c1C=C(C#N)C#N,80.8,90.7,112.4,91.2,94.4,nt,114.5,107.8,98.3

# Carrying on.
SMILES,OVCAR-5,NCI/ADR-RES,OVCAR-3,NCI-H23,OVCAR-8,NCI-H226,NCI-H322M,NCI-H460,NCI-H522
N#Cc1ccc(Cl)cc1,109.1,113.1,114.0,110.5,109.1,108.8,119.1,121.7,nt
COc1cc2c(cc1OC)CC(C)[N+](C)=C2 (configuration not stated),103.9,101.3,105.4,103.5,104.4,97.5,101.9,107.5,90.8
NC(=O)NC(=O)CBr,104.7,109.1,108.6,106.0,99.1,103.6,86.4,110.9,nt
O=C(NC(O)C(Cl)(Cl)Cl)c1ccccc1 (configuration not stated),100.2,111.5,103.7,103.1,96.1,109.8,105.7,110.0,87.5
O=c1[nH]oc2c1CCNC2,111.7,103.1,114.3,104.0,105.9,108.8,nt,115.8,nt
Cc1ccccc1OP(=O)(Oc1ccccc1C)N1CCOCC1,98.2,98.4,111.8,112.7,101.7,99.6,115.8,104.2,nt
Cc1nc2ccccc2c(=O)n1-c1nccs1,100.1,103.5,114.6,104.3,100.6,98.7,108.8,104.6,nt
CC12CCC3C(CC=C4CC(O)CCC43C)C1C/C(=C\c1ccc(OCC(=O)N3CCCC3)cc1)C2=O (configuration not stated),109.1,93.4,110.6,92.7,105.1,99.2,93.5,103.8,91.2
CCCC1(CC(C)C)C(=O)NC(=S)NC1=O,101.3,96.8,104.1,90.4,105.8,105.0,nt,115.4,99.1
COc1ccc(/C=C/C(=O)c2nc3ccccc3n2Cc2ccc(Br)cc2)cc1,89.6,61.5,60.0,61.9,77.5,69.7,73.9,57.8,76.4
CC(N)Cc1c[nH]c2ccc(Cl)cc12 (configuration not stated),94.8,102.5,110.4,101.0,98.1,95.1,99.3,107.2,97.3
CC1=C(CN(O)C(N)=O)C2=C(C)C3(CC3)[C@](C)(O)C(=O)C2=C1,10.3,15.9,-3.1*,10.7,6.8*,105.4,26.8,1.2*,-7.0*
CC1CCN(C(c2ccccc2)C(O)c2ccccc2)CC1 (configuration not stated),99.6,99.2,96.2,98.0,97.6,93.7,94.4,102.2,66.6
O=[N+]([O-])/C=C/c1ccc(O)cc1,84.6,96.4,111.7,90.2,102.9,99.0,100.9,109.4,92.4
C/C(=C\c1ccn(-c2ccc(N)c(F)c2)n1)[C@@H]1C[C@@H]2O[C@]2(C)CCC[C@H](C)[C@H](O)[C@@H](C)C(=O)C(C)(C)[C@@H](O)CC(=O)O1,19.4,-3.5*,2.8*,30.4,24.7,50.9,25.7,15.9,18.7

# Entries from the list above that contain fluorine, in the order listed:
SMILES,OVCAR-5,NCI/ADR-RES,OVCAR-3,NCI-H23,OVCAR-8,NCI-H226,NCI-H322M,NCI-H460,NCI-H522
CC1(CF)NC(=O)NC1=O (configuration not stated),nt,106.9,114.8,102.6,102.2,118.7,nt,112.4,122.2
FC(F)(F)c1cccc(CCl)c1,101.0,102.0,101.7,106.4,104.4,99.7,109.3,100.8,nt
Fc1ccc2c(c1)c(-c1nc(-c3c[nH]c4ncccc34)cs1)cn2CCN1CCOCC1,89.8,33.6,59.5,60.0,33.5,49.2,77.2,59.8,44.5
CS(=O)(=O)c1ccc(C(=O)C2C(=O)CCCC2=O)c(Cl)c1COCC(F)(F)F,113.1,114.3,136.7,nt,99.8,101.8,103.5,119.5,100.4
C/C(=C\c1ccn(-c2ccc(N)c(F)c2)n1)[C@@H]1C[C@@H]2O[C@]2(C)CCC[C@H](C)[C@H](O)[C@@H](C)C(=O)C(C)(C)[C@@H](O)CC(=O)O1,19.4,-3.5*,2.8*,30.4,24.7,50.9,25.7,15.9,18.7

# Screening results from PubChem.
